Screening results from PubChem BioAssay.
EPAC1 antag – qHTS for Antagonist of cAMP-regulated guanine nucleotide exchange factor 3 (EPAC1): primary screen; EPAC1 GEF assay, Rap1b-BODIPY-GDP exchange fluorescence; Potency, µM (series often up to 115 µM), for the others: at the top dose activity change, negative = inhibition, hits mostly inhibitors; 0.14% of 360,000 active; AID 720709, 2013;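 also: potency is read from the fitted curve at half-maximal effect; plate controls were vehicle for no effect and positive control for full effect; nearly all actives have a fitted effect of over 50% in size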
WRN inhibitor – qHTS for Inhibitors of WRN Helicase; Bifunctional 3'-5' exonuclease/ATP-dependent helicase WRN (Homo sapiens), Q14191; WRN helicase unwinding, fluorescent forked duplex, kinetic; Potency, µM (top dose mostly 114 µM), for inactives: top-dose activity change, negative = inhibition, hits mostly inhibitors; 0.46% of 360,000 active; AID 651768, 2012; also: potency is read from the fitted curve at half-maximal effect; % is scaled to controls: 0 for no effect and ±100 for the full control effect; nearly all actives have a fitted effect of over 55% in size
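WRN at 20 nM final preincubated with compound 15 min at room temperature; reaction started with 100 nM fluorophore/quencher forked duplex oligonucleotide and 2 mM ATP final. Unwinding followed kinetically by red fluorescence (ex 525, em 598 nm).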
PLK1 PBD block – qHTS for Inhibitors of PLK1-PDB (polo-like kinase 1 - polo-box domain): Primary Screen; Plk1 PBD binding of FITC phosphopeptide, fluorescence polarization; Potency, µM, without a hit: max response, negative = inhibition, hits mostly inhibitors; Serine/threonine-protein kinase PLK1 (Homo sapiens), P53350; 2.8% of 360,000 active; also: potency is read from the fitted curve at half-maximal effect; series mostly up to about 57 µM; % is scaled to controls: 0 for no effect and ±100 for the full control effect; nearly all actives have a fitted effect of over 65% in size
Target sequence (P53350 whole entry, looked up, the tested form may be a part): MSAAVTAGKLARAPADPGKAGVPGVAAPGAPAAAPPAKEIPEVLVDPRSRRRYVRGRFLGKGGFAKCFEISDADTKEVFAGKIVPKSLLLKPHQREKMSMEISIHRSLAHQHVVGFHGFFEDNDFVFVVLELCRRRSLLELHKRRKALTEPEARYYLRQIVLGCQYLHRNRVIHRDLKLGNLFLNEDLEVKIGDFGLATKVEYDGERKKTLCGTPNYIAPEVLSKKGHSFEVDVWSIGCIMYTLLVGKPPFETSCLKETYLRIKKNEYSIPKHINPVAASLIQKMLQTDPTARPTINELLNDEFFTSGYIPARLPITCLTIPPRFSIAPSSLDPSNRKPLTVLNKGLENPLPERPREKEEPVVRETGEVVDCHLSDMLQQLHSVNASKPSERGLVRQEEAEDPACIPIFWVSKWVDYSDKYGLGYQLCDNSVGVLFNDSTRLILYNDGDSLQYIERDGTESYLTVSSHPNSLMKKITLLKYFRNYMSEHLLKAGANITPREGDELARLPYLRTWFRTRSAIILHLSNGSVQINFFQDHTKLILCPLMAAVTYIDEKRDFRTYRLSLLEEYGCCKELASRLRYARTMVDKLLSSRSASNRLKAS
CCT modulator – High-Throughput Screening for Modulators of Cytosolic Chaperonin Activity | purified chaperonin ATPase assay, HTRF ADP detection, 30 min | activity change, % (concentration not given with the values), hits read low | 0.3% of 360,000 active; in the data active = activity change below about -30%; also: % is scaled to controls: 0 for no effect and ±100 for the full control effect
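Nucleotide hydrolysis assay: TRiC at 20–40 nM final (set by batch activity) with 10 uM ATP, 30 min at 37 °C, in presence of 76 uM compound. Detection by competitive ADP HTRF, 30 min ambient.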
PI5P4Ka inh – qHTS for Inhibitors of phosphatidylinositol 5-phosphate 4-kinase (PI5P4K). AID 652105, 2013. max response, %. Phosphatidylinositol 5-phosphate 4-kinase type-2 alpha (Homo sapiens), P48426. 1.2% of 330,000 active. PI5P4Kalpha enzyme, ADP-Glo luminescence, 60 min; active compounds read low; active = max response of -50% or lower; inconclusive = between -30% and -50%; inactive = -30% or higher; also: value at the top dose of about 77 µM; % is scaled to controls: 0 for no effect and ±100 for the full control effect
Target sequence (P48426 whole entry, looked up): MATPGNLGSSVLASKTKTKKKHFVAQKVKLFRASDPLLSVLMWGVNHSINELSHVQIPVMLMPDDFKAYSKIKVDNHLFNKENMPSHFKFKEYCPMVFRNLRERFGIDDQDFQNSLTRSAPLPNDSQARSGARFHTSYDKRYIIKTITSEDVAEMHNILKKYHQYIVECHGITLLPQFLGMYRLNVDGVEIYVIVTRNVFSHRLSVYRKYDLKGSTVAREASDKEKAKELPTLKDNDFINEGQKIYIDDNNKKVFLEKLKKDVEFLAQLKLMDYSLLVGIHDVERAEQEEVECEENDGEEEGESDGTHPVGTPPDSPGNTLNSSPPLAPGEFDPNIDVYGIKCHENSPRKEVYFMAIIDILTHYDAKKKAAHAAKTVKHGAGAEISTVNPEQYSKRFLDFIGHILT
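Luminescence from ADP-Glo served as readout of PI5P4Kalpha activity in a qHTS format. Reaction: enzyme, substrate, compound, ATP at 5 microM final, 60 min at RT.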
IL-2 act – qHTS of IL-2 Activators. IL-2 activation reporter assay, cell-based qHTS; stimulated with anti-CD3/CD4/CD28 beads; in transgenic mouse T cells. 0.065% of 360,000 active. activation, % (series mostly up to about 46 µM); in the data active = activation above about 50%; inconclusive = mostly about 30% to 49%; also: 0% is about no effect
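Screening format: compound pinned onto unstimulated transgenic mouse T cells, 60 min incubation, then anti-CD3/anti-CD4/anti-CD28 bead stimulation for 18 hours at 37 degrees C, followed by EGFP and DsRed detection.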
EPAC1 ag – qHTS for Agonist of cAMP-regulated guanine nucleotide exchange factor 3 (EPAC1): primary screen | 0.073% of 360,000 active | Potency, µM (top dose mostly 154 µM), for the others: at the highest dose activation, most hits filed as activators | EPAC1 agonist qHTS, biochemical assay; response scale: 100% = response to 6.5 mM cAMP | AID 720707, 2013; also: potency is read from the fitted curve at half-maximal effect; nearly all actives have a fitted effect of over 60% in size
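Compounds were pinned as a concentration titration into mixtures of EPAC1 (100 nM), BODIPY-GDP-loaded Rap1B (250 nM) and GDP (50 uM). After 5 min at room temperature, fluorescence was followed for 30 min; activity was scaled to 6.5 mM cAMP.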
EPAC2 agonist – qHTS for Agonist of cAMP-regulated guanine nucleotide exchange factor 4 (EPAC2): primary screen; Rap guanine nucleotide exchange factor 4 (Homo sapiens), Q8WZA2; EPAC2 activation, biochemical qHTS; response scale: 100% = 6.5 mM cAMP response; Potency, µM (titrated, usually from 154 µM), for inactives: top-dose activation, actives largely listed as activators; 0.079% of 360,000 active; AID 720711, 2013; also: potency is read from the fitted curve at half-maximal effect; nearly all actives have a fitted effect of over 50% in size
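Compounds were titrated in qHTS against a Rap1B-BODIPY-GDP (250 nM) complex with EPAC2 (100 nM) and GDP (50 uM). BODIPY-GDP release tracked at 480/540 nm over 30 min at room temperature, normalized to 6.5 mM cAMP.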
Starred values were filed as active, the others as inactive; ? = inconclusive; nt = no result given; [ ] = another dose, or the depositor's remark. Unless noted, calls follow the shape of the dose curve; as a rule, active = well fitted curve in the direction sought with a large enough effect; inconclusive = small, poorly fitted or top-dose-only effect, or another doubt; inactive = no such curve, though single readings can be large; an effect the other way counts as inactive or inconclusive.

SMILES	EPAC1 antag	WRN inhibitor	PLK1 PBD block	CCT modulator	PI5P4Ka inh	IL-2 act	EPAC1 ag	EPAC2 agonist
OCC[C@@H]1C[C@H](O)[C@@H](O)[C@]2(Cc3ccccc3CCO2)O1	18%	4%	-2%	-3.4	5	-2.4	-21%	1%
O=C(c1ccc(F)cc1)N1CCN(c2ccc(N3CCOCC3)nn2)CC1	-6%	5%	-11%	-2.8	4	-0.3	15%	10%
COc1ccc(C(=O)OCC(=O)c2ccc(Br)s2)c(OC)c1	-15%	-1%	-4%	-0.4	-1	-0.8	4%	7%
O=C(CCn1cnnn1)Nc1cccc(F)c1	9%	-1%	5%	-5.2	2	-0.3	0%	4%
CCCCNc1c(-c2ccc(SC(C)CC)cc2)nc2cnccn12 (centres undefined)	?	?	-24%	-2.9	26	-3.5	-43%[inhibitor]	-13%
C/C(=N\Nc1ccc2nncn2n1)c1ccccn1	-18%	-16%	-10%	1.0	-5	-0.6	-4%	10%
CCOC(=O)C1CCN(C(=O)CCc2nc3ccccc3[nH]2)CC1	-7%	1%	-3%	-3.3	-5	2.3	10%	10%
COc1ccccc1OCC(=O)N/N=C1/SCC(=O)N1Cc1ccccc1	-9%	7%	-8%	-0.9	0	-1.6	0%	-2%
CC(C)OCCCN1CC(=O)N2C(c3cccc([N+](=O)[O-])c3)c3[nH]c4ccccc4c3C[C@H]2C1=O (some centres undefined)	-6%	-6%	-1%	-1.6	0	0.2	6%	1%
Cc1onc(-c2ccccc2Cl)c1C(=O)N1CCN(c2cccc(Cl)c2)CC1	-4%	-4%	-5%	-1.1	3	-4.4	2%	16%
N#C/C(=C\c1c(N2CCOCC2)nc2ccccn2c1=O)C(=O)NC1CCS(=O)(=O)C1 (centres undefined)	1%	-13%	4%	2.8	6	0.0	-1%	12%
Cc1c(Cl)cnc(NC(=O)CSc2nnc3ccccn23)c1Cl	10%	-4%	-3%	-1.0	-12	1.1	0%	-4%
FC(F)(F)c1ccc(CN2C[C@@H]3C(c4ccccc4)C4(c5cccnc5)CC3(C4)[C@H]2c2ccccc2)cc1 (some centres undefined)	2%	3%	2%	-1.9	1	-0.2	0%	8%
COc1ccc(S(=O)(=O)c2ccccc2)cc1NS(=O)(=O)c1cccc(C(=O)O)c1	3%	-13%	-9%	-18	-16	0.8	23%	12%
CCCn1nc(C(=O)Nc2nc(-c3ccccn3)cs2)c2ccccc2c1=O	5%	-5%	-5%	0.4	5	-0.5	5%	6%
CCc1noc(C)c1C(=O)OCC(=O)Nc1c(F)cccc1F	-1%	0%	4%	0.4	-1	1.9	2%	8%
Cc1ccc(NC(=O)CN(C)C(=O)c2cc(S(=O)(=O)N(C)C)ccc2N2CCCC2)cc1	3%	-6%	-7%	-0.7	1	1.0	6%	-9%
C#CCNC(=O)C[C@@H]1C[C@@]2(C(=O)OCC)CCCC=C2N(CCCCCCCC)C1=O	-16%	-14%	-5%	-0.6	1	1.2	-25%	-9%
COc1ccc(C)cc1NC(=O)c1cc2c(=O)n3ccccc3nc2n1C	-6%	-4%	-8%	2.4	1	-1.1	6%	-3%
C[C@H]1CN([C@@H](C)CO)C(=O)CCCn2cc(nn2)CO[C@@H]1CN(C)S(=O)(=O)c1cccc(C#N)c1	-17%	-7%	?	0.3	-3	-1.0	1%	6%
Cc1ccc(NC(=O)NNC(=O)c2snnc2C)cc1	0%	-2%	-5%	-0.2	-3	1.4	2%	4%
N#Cc1c(N)nc(SCc2ccccn2)c(C#N)c1-c1cccs1	-7%	-34%	-23%	-2.9	nt	-1.2	23%	24%
COC(=O)[C@H](CCSC)NC(=O)Cn1cnc2c(NCc3ccccc3)ncnc21	-7%	-8%	-3%	-0.3	1	0.2	4%	-4%
Cc1nn(-c2ccccc2)c(C)c1/C=N/NC(=O)c1cc(C(C)(C)C)[nH]n1	-12%	-22%[57.1 µM]	-7%	-1.9	1	1.6	-6%	-8%
COc1ccc(N2CCN(S(=O)(=O)c3c(C)nc4scc(C)n4c3=O)CC2)cc1	-21%	-7%	1%	-0.7	0	-2.9	9%	2%

Next section:
SMILES	EPAC1 antag	WRN inhibitor	PLK1 PBD block	CCT modulator	PI5P4Ka inh	IL-2 act	EPAC1 ag	EPAC2 agonist
Cc1ccc([N+](=O)[O-])cc1-c1[nH]c(-c2ccc(O)c(O)c2)nc1-c1ccccc1	?	-22%	-1%	-1.9	nt	-0.4	26%	2%
Cc1ccccc1C(=O)NNC(=O)c1cc(N)cc([N+](=O)[O-])c1	-16%	1%	-4%	1.5	?	-2.3	-6%	2%
COC(=O)NNC(=O)c1ccc(Cl)cc1Cl	0%	-1%	1%	1.2	3	0.4	3%	6%
COc1ccc(CN(C(=O)COc2ccccc2)c2ccccc2C(=O)O)cc1	-20%	8%	-1%	1.2	-8	0.5	-7%	8%
CSc1ccc(C#N)cc1NC(=O)c1ccc(Cl)cc1	4%	-18%	-5%	2.1	-6	1.0	-4%	1%
Cc1cccc(C(=O)N[C@H](C(=O)Nc2cc(S(=O)(=O)N3CCCCC3)ccc2C)C(C)C)c1	-3%	-1%	-13%	-0.4	-6	-0.7	-7%	0%
CC(C)(C)c1nnc2sc(SCC(=O)N3CCc4ccccc43)nn2c1=O	-19%	4%	27µM*	0.5	?	-2.2	0%	8%
COc1ccc(CC(=O)NC2CC(C)(C)NC(C)(C)C2)cc1	-8%	0%	-7%	-0.4	0	3.0	-2%	-2%
O=C(COC(=O)c1ccc(NS(=O)(=O)c2cccs2)cc1)Nc1nc2c(F)c(F)c(F)cc2s1	?	-35%	-25%	-1.8	-90*	-3.8	13%	15%
Cc1cccc(NC(=S)NC2CC3CCCC(C2)N3CC(C)C)c1C (centres undefined)	7%	3%	4%	0.4	nt	3.4	-3%	2%
CCCS(=O)(=O)C(=C(Nc1ccc(OC)cc1)Nc1ccc(OC)cc1)S(=O)(=O)CCC	11%	-2%	-2%	-0.7	nt	-2.2	-8%	11%
Cc1ccsc1C(=O)OCC(=O)NCc1cccs1	-2%	4%	4%	0.3	2	0.0	-8%	4%
Oc1ccccc1C1=NN(c2ccccc2)C(c2ccccc2)C1 (centres undefined)	-12%	-5%	1%	1.0	3	-0.7	-5%	4%
O=C(Nc1cccc2ncccc12)C12CC3CC(CC(C3)C1)C2	9%	-3%	-7%	0.8	-5	2.5	-1%	3%
COc1ccc(CCC(=O)N2c3ccccc3N=C(c3ccc(C(F)(F)F)cc3)C2C(=O)NC(C)C)cc1 (centres undefined)	-6%	9%	-4%	nt	-3	2.2	-10%	-2%
O=C(NNS(=O)(=O)c1ccc2ccccc2c1)C1CCN(Cc2ccccc2)CC1	-11%	3%	-8%	-5.2	-3	-1.9	6%	-4%
CC(=O)CN1Cc2ccccc2/C1=N\C(=O)Nc1ccccc1	12%	-8%	-5%	1.2	nt	6.4	3%	8%
CCCN(CC(=O)Nc1ccccc1OC)C(=O)c1cccc(S(=O)(=O)Nc2ccc(OC)cc2)c1	-19%	-8%	3%	-9.8	1	0.1	?	8%
CC(C)CC(=O)NC(=S)Nc1cc(C(=O)O)ccc1Cl	33%[activator]	-7%[57.1 µM]	1%	-0.4	4	-0.4	1%	22%
CC(=O)Nc1ccc(N(C(=O)Cc2cccs2)C(C(=O)NC2CCCC2)c2ccncc2)cc1 (centres undefined)	-14%	3%	-6%	-3.2	7	3.1	-5%	7%
Cc1cc(C(=O)Nc2ccc3c(c2)OCO3)cs1	8%	-3%	-11%	0.1	nt	-1.3	5%	11%
Cc1ccc(-n2[nH]c(C)c(C=Nc3ccc4[nH]c(=O)[nH]c4c3)c2=O)cc1C	?	-23%	-3%	2.7	-8	-0.1	-5%	-7%
CCn1c(CN2CCN(Cc3ccc(C)cc3)C(CCO)C2)nc2ccccc21 (centres undefined)	9%	-1%	-19%	-23	4	-1.6	5%	4%
CN(C)CCCN=Cc1c(-c2ccccc2)[nH]n(-c2nc3ccccc3s2)c1=O	4%	11%	-5%	-1.3	-6	-0.4	5%	8%
CCOC(=O)c1c(NC(=O)COC)sc(C)c1C	-7%	0%	-3%	0.2	10	-0.2	-9%	0%[15.6 µM]

(cont.)
SMILES	EPAC1 antag	WRN inhibitor	PLK1 PBD block	CCT modulator	PI5P4Ka inh	IL-2 act	EPAC1 ag	EPAC2 agonist
COc1ccc(C(=O)Nc2cc(OC)c(Cl)cc2Cl)cc1	9%	-8%	-16%	-0.1	8	1.1	-7%	-4%
CC(Oc1ccc(F)cc1)C(=O)Nc1cc(Cl)ccc1-n1cncn1 (centres undefined)	0%	-7%	-11%	-16	5	-0.1	7%	-1%
C#CCOCCOCCOCCNc1nc(N2CCN(C(=O)CCCCCCCCCCNC(=O)Cn3cc(CCCCCN)nn3)CC2)nc(N2CCN(C(=O)CCCCCCCCCCNC(=O)[C@H]([C@@H](C)CC)n3cc(CCCCN=C(N)N)nn3)CC2)n1	?	32µM*	-19%	-0.1	-72*	-0.9	-14%	3%
Cc1ccsc1CNC(=O)C1(C)CCCN1CC(C)C (centres undefined)	-8%	-3%	-9%	1.7	6	-0.3	4%	-1%
CCCC(=O)NC(c1ccccc1OC)c1ccc2cccnc2c1O (centres undefined)	-13%	7%	?	-0.9	-11	-4.5	-1%	14%
Cc1ccc(Cc2c(-c3ccco3)nc3ccc(C)cn23)cc1	-21%	-13%	-26%	0.4	-8	-0.2	-1%	18%
CCOC(=O)C1CCN(C(=O)c2cc3c(=O)n4ccccc4nc3s2)CC1	14%	-3%	-6%	-0.5	7	-5.1	10%	4%
CCc1nnc(NC(=O)CS(=O)(=O)c2ccccc2)s1	-18%	-21%	-4%	-0.3	2	-1.7	-3%	7%

Not all compounds are listed; the hit share may differ from the screen's.
